Screening results deposited in PubChem by National Center for Advancing Translational Sciences (NCATS).
ATXN2 expr inh = ATXN2 expression inhibition | AID 1745845 | 360,000 compounds, 0.72% hits | HEK-293 ATXN2-luciferase reporter, luminescence, 24 h | Potency, µM (titrated, usually from 57 µM), for the others: top-dose activity change, negative = inhibition, actives largely listed as inhibitors; also: % is scaled to controls: 0 for no effect and ±100 for the full control effect; nearly all actives have a fitted effect of over 55% in size
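ATXN2-luciferase reporter cells (luciferase flanked by upstream and downstream ATXN2 gene portions) were treated 24 h at 37 °C with compounds at up to 57 uM. SteadyGlo luminescence gave expression; GF-AFC fluorescence gave viability.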
TGFb SMAD3 inh = blocks TGF-b signaling; HepG2 CAGA-GFP TGF-b/SMAD3 reporter, GFP fluorescence, 18 h; TGF-beta stimulated, 500 pg/mL final; 410,000 compounds, 1.2% hits; Potency, µM (series often up to 46.1 µM), for inactives: top-dose activity, negative = inhibition, actives largely listed as inhibitors; also: % is scaled to controls: 0 for no effect and ±100 for the full control effect; nearly all actives have a fitted effect of over 65% in size
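GFP signal (ex488/em500-530) from TGF-beta-stimulated HEPG2 CAGA-GFP cells, 500 pg/mL final, 18 h at 37 degrees C in DMEM plus 1% FBS, normalized to unstimulated and DMSO-stimulated controls.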
EPAC2 antag = EPAC2 (human) antagonism. Q8WZA2. EPAC2 GEF exchange of Rap1B-BODIPY-GDP, fluorescence. 360,000 compounds, 0.18% hits. Potency, µM (titrated, usually from 114 µM), without a hit: at the top dose activity, negative = inhibition, actives largely listed as inhibitors; also: % is scaled to controls: 0 for no effect and ±100 for the full control effect; nearly all actives have a fitted effect of over 45% in size; many of its hits are not listed in these tables
Target sequence (Q8WZA2 whole entry, looked up): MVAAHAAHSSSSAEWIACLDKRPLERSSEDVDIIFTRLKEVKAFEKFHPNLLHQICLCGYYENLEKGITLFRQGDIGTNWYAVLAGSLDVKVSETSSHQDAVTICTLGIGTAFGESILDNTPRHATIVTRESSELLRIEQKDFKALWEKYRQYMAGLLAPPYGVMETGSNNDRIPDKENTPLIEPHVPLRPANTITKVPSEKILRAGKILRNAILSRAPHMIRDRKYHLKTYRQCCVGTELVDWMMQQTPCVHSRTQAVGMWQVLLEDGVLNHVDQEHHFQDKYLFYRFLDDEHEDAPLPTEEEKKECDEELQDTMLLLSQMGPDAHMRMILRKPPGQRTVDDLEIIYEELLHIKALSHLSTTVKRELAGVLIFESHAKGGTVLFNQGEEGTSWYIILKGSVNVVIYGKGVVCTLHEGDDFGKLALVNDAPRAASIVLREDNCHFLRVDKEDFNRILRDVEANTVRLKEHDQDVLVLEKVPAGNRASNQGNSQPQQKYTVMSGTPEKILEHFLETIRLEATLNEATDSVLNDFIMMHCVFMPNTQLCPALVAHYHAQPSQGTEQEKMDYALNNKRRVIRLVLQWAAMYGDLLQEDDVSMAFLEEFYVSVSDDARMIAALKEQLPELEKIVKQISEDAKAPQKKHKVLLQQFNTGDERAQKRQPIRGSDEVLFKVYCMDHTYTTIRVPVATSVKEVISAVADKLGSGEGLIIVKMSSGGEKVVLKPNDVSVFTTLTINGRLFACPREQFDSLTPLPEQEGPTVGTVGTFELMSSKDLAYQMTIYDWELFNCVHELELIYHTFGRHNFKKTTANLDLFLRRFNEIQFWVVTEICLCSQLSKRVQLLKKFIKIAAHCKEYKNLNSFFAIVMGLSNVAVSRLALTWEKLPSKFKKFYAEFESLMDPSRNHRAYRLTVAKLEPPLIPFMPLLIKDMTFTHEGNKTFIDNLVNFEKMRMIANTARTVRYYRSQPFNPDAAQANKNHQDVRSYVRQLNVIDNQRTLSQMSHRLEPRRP
Nrf2 block = inhibitors of Nrf2 signaling; AID 504444; 360,000 compounds, 2.1% hits; Potency, µM (top dose mostly 46 µM), for the others: at the highest dose activity change, negative = inhibition, most hits filed as inhibitors; A549 ARE-Fluc reporter, luciferase luminescence, 18-24 h; also: % is scaled to controls: 0 for no effect and ±100 for the full control effect; nearly all actives have a fitted effect of over 60% in size
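Nrf2 function is reported as luminescence of an ARE-controlled luciferase in A549 cells. Compounds were tested at several concentrations, and a CellTiter-Fluor read on the same wells flagged cytotoxicity.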
A549 viability = A549 cytotoxicity, counter-screen for Nrf2 inhibitors. A549 ARE-Fluc cells, CellTiter-Fluor viability, 18-24 h. Potency, µM (highest dose often 46 µM), for inactives: at the highest dose activity change, negative = cytotoxicity, hits mostly inhibitors. 390,000 compounds, 0.16% hits. AID 504648; also: % is scaled to controls: 0 for no effect and ±100 for the full control effect
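Cytotoxicity counterscreen: CellTiter-Fluor fluorescence was measured in A549 ARE_Fluc cells after 18-24 h of compound exposure in a concentration series. The subsequent BugLite luminescent read reports ARE-luciferase activity.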
Nrf2 ARE act = activates Nrf2 signaling | AREc32 ARE-luciferase reporter (MCF7-derived line), luminescence, 24 h | Potency, µM (top dose mostly 46.1 µM), without a hit: at the top dose activation, hits mostly activators | 410,000 compounds, 0.31% hits; also: % of control where 0% means no effect; nearly all actives have a fitted effect of over 65% in size
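AREc32 cells carrying an ARE-driven firefly luciferase, 1000 cells/well in OPTI-MEM with 5% FBS, dosed after overnight attachment and incubated 24 hr at 37 deg C. Steady-Glo luminescence read after 30 min at RT.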
HepG2 viability = HepG2 cytotoxicity, counter-screen for TGF-b inhibitors | HepG2 CAGA-GFP viability, ATP luminescence, 18 h | Potency, µM (series often up to 46.1 µM), without a hit: at the highest dose activity change, negative = cytotoxicity, most hits filed as cytotoxic | 410,000 compounds, 0.76% hits; also: some results filed as inactive show a strong effect at the top dose
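HepG2 CAGA-GFP cells (1000/well, DMEM with 1% FBS) received compound, then TGF-beta at 500 pg/mL final, and were incubated 18 hours at 37 degrees C. Viability was read by CellTiter-Glo luminescence. Media-only wells were set as complete cell-killing and DMSO as no toxicity.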
MCF10A rereplic = inducers of DNA re-replication in MCF 10A breast cells; 350,000 compounds, 2.9% hits; Potency, µM (titrated, usually from 46.1 µM), for the others: at the top dose activity, positive = re-replication, usual class: activators; AID 624296; MCF 10A DNA re-replication, Hoechst nuclear intensity, 48 h; also: % of control where 0% means no effect; nearly all actives have a fitted effect of over 50% in size
S2 tox = reduces viability in counter-screen for ATXN expression inhibitors; S2 cells (HEK-293 line with an ATXN2-luciferase reporter) viability, CellTiter-Fluor protease fluorescence, 24 h; Potency, µM (titrated, usually from 56.7 µM), actives largely listed as cytotoxic; 400,000 compounds, 0.49% hits; also: nearly all actives have a fitted effect of over 40% in size
Starred values were filed as active, the others as inactive; i = inactive; ? = inconclusive; . = no result given; & = joins results of further samples; [ ] = dose if it differs, or a comment. Calls follow the shape of the dose curve; as a rule, active = well fitted curve in the direction sought with a large enough effect; inconclusive = small, poorly fitted or top-dose-only effect, or another doubt; inactive = no such curve, though single readings can be large; an effect the other way counts as inactive or inconclusive. Potency is read from the fitted curve at half-maximal effect. Not all compounds are listed; the hit share may differ from the screen's.

SMILES | ATXN2 expr inh | TGFb SMAD3 inh | EPAC2 antag | Nrf2 block | A549 viability | Nrf2 ARE act | HepG2 viability | MCF10A rereplic | S2 tox
CN(C)c1ccc(NC(=O)c2cccc(N3C(=O)C4C5C=CC(C5)C4C3=O)c2)cc1 (configuration not stated) | -9.7% | 25.7% | -1.5% | . | 2.3% | -0.9% | -18.7% | -10.1% | i
Cc1ccc(S(=O)(=O)N2C[C@H]3n4c(=O)ccc(=O)n4C[C@H](OC(=O)NCC4CCCCC4)[C@@]3(O)C2)cc1 | 15.8µM* | ? | -23.0% | . | . | -5.1% | -119.2% | . | 22.4µM*
CCOc1ccc(N(C)S(=O)(=O)c2ccc3c(c2)CCCN3C(C)=O)cc1 | -5.8% | 0.3% | . | . | 9.5% | 0.3% | -28.4% | . | ?
Cc1ccc(-c2nnc(SCC(=O)NCC3CCCO3)nc2-c2ccc(C)cc2)cc1 (configuration not stated) | -1.6% | -20.7% | -7.2% | -9.4% | -3.1% | 2.8% | 4.4% | 2.9% | i
CCC(C)[C@H](NC(=O)N1CCn2c1nc1ccccc12)C(=O)NCc1ccc(OC)cc1 (some centres not stated) | -13.8% | ? | -16.6% | 9.2% | -18.9% | 5.3% | -3.2% | -9.2% | i
CC(=O)Nc1ccc(SCC(=O)NNC(=O)CN(C)S(=O)(=O)c2ccc(C)cc2)cc1 | -3.9% | 12.2% | 11.8% | 9.2% | -18.0% | 0.4% | 6.5% | 0.5% | i
C[C@H](NC(=O)[C@H](Cc1ccccc1)n1c(=O)[nH]c2ccccc2c1=O)C(=O)N1CCC(C(=O)O)CC1 | -2.4% | 34.3%[activator] | 2.3% | 7.1% | 11.2% | 0.2% | -7.5% | -3.8% | i
CC(C)CCn1c(=O)c2sccc2n2c(CCCC(=O)Nc3ccc(F)c(Cl)c3)nnc12 | . | ? | . | -17.9% | -14.2% | -0.4% | -29.6% | . | .
CS(=O)(=O)CCC(C(=O)Nc1ccc2c(c1)OCO2)N1Cc2ccccc2C1=O (configuration not stated) | 17.4% | 19.5% | 0.7% | 2.8% | -0.3% | -0.3% | -25.9% | -0.6% | i
CCn1c(SCCN2CCOCC2)nc2c1c(=O)n(C)c(=O)n2C | 1.0% | -13.7% | 1.4% | -2.1% | 7.8% | 4.1% | 2.0% | -2.0% | i
Cc1cc(=O)[nH]c(Nc2cccc(Br)c2)n1 | . | ? | 6.3% | -11.6% | 3.6% | -0.7% | -17.4% | 1.2% | i
CCOc1ccc(N(CC(=O)N2CCN(c3ccccc3OC)CC2)S(=O)(=O)c2ccc(C)cc2)cc1 | 7.2% | -22.7% | 1.6% | -18.8% | -7.2% | -0.4% | -18.9% | -3.9% | ?
O=C(CCS(=O)(=O)c1ccc(Cl)cc1)NCCN1C(=O)S/C(=C\c2ccccc2F)C1=O | 23.4% | -6.9% | -0.2% | -8.2% | 7.2% | 8.2% | -7.1% | 18.5% | i
Cc1nc2sc3c(c2c(=O)n1/N=C/c1cccnc1)CCCC3 | -6.3% | -0.8% | -3.0% | -2.9% | 1.6% | -0.5% | -16.0% | 2.5% | i
O=C1CCc2cc(S(=O)(=O)Nc3ccccc3Cl)ccc2N1 | . | 14.2% | 4.5% | -15.2%&3.0% | -3.5%&-4.0% | -0.7% | -23.2% | -0.5% | ?

Copied from the list.
Reading for `CCOc1ccc(N(C)S(=O)(=O)c2ccc3c(c2)CCCN3C(C)=O)cc1` in TGFb SMAD3 inh: 0.3%
Reading for `Cc1cc(=O)[nH]c(Nc2cccc(Br)c2)n1` in MCF10A rereplic: 1.2%

More structures
SMILES | ATXN2 expr inh | TGFb SMAD3 inh | EPAC2 antag | Nrf2 block | A549 viability | Nrf2 ARE act | HepG2 viability | MCF10A rereplic | S2 tox
CCC(CC)C(=O)Nc1cccc(C(=O)c2ccccc2)c1 | -8.4% | 2.5% | -3.3% | 23.4% | 5.5% | -0.4% | -10.3% | 2.0% | i
COc1cc(C(=O)N/C(=C\c2cn(C)c3ccccc23)C(=O)N2CCOCC2)cc(OC)c1OC | -4.1% | -2.2% | -0.9% | -14.4% | 0.0% | 3.2% | 1.1% | 5.8% | i
O=C(COC(=O)c1ccc(Cl)nc1)Nc1ccc2c(c1)CCC2 | . | -0.9% | -13.2% | 1.0% | 1.2% | -0.1% | -16.0% | -1.2% | .
NS(=O)(=O)c1ccc(-c2ccc(/C=C3\NC(=S)NC3=O)o2)cc1 | -7.7% | ? | 6.3% | 8.3% | -11.6% | 0.7% | 3.5% | 25.4% | i
CC1(C)CC(=O)C2=C(C1)OC(N)=C(C#N)C2c1ccc[nH]1 (configuration not stated) | -33.4% | -19.9% | 14.6% | 2.2% | -1.3% | 3.2% | -9.0% | 24.6% | ?
Cc1ccc(C)c(N2CCN(C(c3ccccc3)c3nnnn3C(C)(C)C)CC2)c1 (configuration not stated) | -15.6% | . | 3.8% | . | . | 4.3% | . | . | i
Cc1cccn2c(=O)cc(COc3cccc(NC(=O)Nc4cccc(Cl)c4)c3)nc12 | . | -23.6% | . | . | 7.5% | 0.6% | 0.3% | . | .
COc1ccc(CN2CCc3nc(Nc4ccccc4)ncc3C2)c(OC)c1OC | -32.1% | -19.1% | . | ? | -3.6% | -0.5% | -35.6% | . | i
CN1CC(=O)N(CC(=O)Nc2cccc(S(=O)(=O)N3CCOCC3)c2)C1=O | -32.7% | -0.1% | -3.4% | -4.6% | 1.1% | 0.4% | 6.4% | -3.8% | i
COc1ccc(OCCCn2c(C3CC(=O)N(c4ccc(F)cc4)C3)nc3ccccc32)cc1 (configuration not stated) | ? | ? | . | -7.2% | -14.3% | -0.4% | -24.7% | . | ?
COc1ccc(C2COc3cc(O)ccc3C2)c(OC)c1O (configuration not stated) | -4.2% | -17.3% | -5.4% | 5.7% | 5.1% | 1.1% | -14.9% | ? | i
Cc1ccc(-c2csc(=Nc3ccc(F)cc3)n2Cc2ccc3c(c2)OCO3)cc1C | 9.1% | -13.0% | . | ? | 6.5% | -0.4% | -8.1% | . | i
O=C(Nc1cccc([N+](=O)[O-])c1)c1ccc2nsnc2c1 | 6.7% | 0.0% | 7.9% | 8.7% | -0.8% | 4.5% | -3.5% | -1.7% | i
CN(C)c1ccc(Nc2ncnc3sc4c(c23)CCCC4)cc1 | -14.1% | 11.0% | . | . | 3.5% | 0.1% | -35.5% | . | i
COc1ccc2[nH]c(C(=O)N3CCC(n4nccc4NC(=O)C4CC4)CC3)c(C)c2c1 | -1.8% | 1.4% | 0.5% | 17.2% | -3.5% | 0.3% | 3.8% | 0.0% | i

3 compounds already listed, ordered by the value under EPAC2 antag, descending:
smiles	EPAC2 antag	Nrf2 ARE act
CC(=O)Nc1ccc(SCC(=O)NNC(=O)CN(C)S(=O)(=O)c2ccc(C)cc2)cc1	11.8%	0.4%
CN1CC(=O)N(CC(=O)Nc2cccc(S(=O)(=O)N3CCOCC3)c2)C1=O	-3.4%	0.4%
O=C(COC(=O)c1ccc(Cl)nc1)Nc1ccc2c(c1)CCC2	-13.2%	-0.1%

Going on with the list:
SMILES | ATXN2 expr inh | TGFb SMAD3 inh | EPAC2 antag | Nrf2 block | A549 viability | Nrf2 ARE act | HepG2 viability | MCF10A rereplic | S2 tox
O=C(O)C1CCCN1S(=O)(=O)c1ccc2ccccc2c1 (configuration not stated) | -5.2% | -2.8% | -2.2% | 5.3% | 2.9% | 0.2% | -3.4% | -0.2% | i
CCOc1ccc(NC(=O)c2ccc(Cn3nc(C)cc3C)o2)cc1 | -16.9% | ? | 8.7% | ? | -2.8% | 1.9% | -1.8% | -2.6% | i
CN(C)c1ccnc(-n2cccc2/C=N/OCc2ccc(F)cc2Cl)c1C#N | -6.0% | -12.5% | -7.2% | . | -3.9% | 3.0% | -20.0% | -1.9% | i
CCC(=O)NC(c1cc(Cl)c2cccnc2c1O)C(C)C (configuration not stated) | 7.08µM* | 2.82µM* | -29.7% | ? | -2.8% | -1.3% | -42.3% | -7.7% | ?
COC(=O)c1sc2cccc(F)c2c1S(=O)(=O)NCc1ccc(F)cc1 | -3.2% | -16.9% | . | 18.0% | -5.8% | ? | -11.8% | . | i
COc1ccccc1/C=N/NC(=O)c1cc2c(OC)c(OC)ccc2[nH]1 | . | -10.3% | -7.1% | -0.8% | -0.8% | -0.7% | -1.8% | ? | ?
COc1cc(OC)c(NC(=O)c2sc3ncn(CC(=O)N4CCN(c5ccccn5)CC4)c(=O)c3c2C)cc1Cl | . | 2.1% | 0.1% | 1.7% | -2.5% | -0.9% | -4.8% | 12.9% | i
COc1ccc(NC(=O)Cn2cc(C(=O)c3ccc(C)c(C)c3)c(=O)c3cc(OC)ccc32)cc1 | 1.7% | 6.1% | . | 7.2% | -0.1% | -1.3% | -1.3% | . | i
COC(=O)c1ccc(N2CCN(S(=O)(=O)c3ccc(C)cc3)CC2)c([N+](=O)[O-])c1 | -19.5% | -12.4% | -9.9% | 1.8% | -11.3% | 1.8% | -27.6% | 5.4% | i
CC1O[C@@H]2O[C@](O[C@H](C)CC[C@@H](C)O)(c3ccccc3)O[C@@H]2C[C@H]1O (some centres not stated) | -1.5% | 3.2% | 14.4% | -1.8% | 2.9% | -0.7% | -17.0% | ? | i
CC(=O)Nc1ccc(Nc2c3ccccc3nc3ccccc23)cc1 | 2.51µM* | ? | -6.0% | 5.8µM* | ? | -2.4% | -75.4% | ? | ?
Cc1cc(C)cc(S(=O)(=O)Nc2cccc(-c3ccc(N4CCOCC4)nn3)c2)c1 | 12.6% | -16.0% | . | . | 10.3% | 0.8% | -26.5% | . | i
COc1cccc(CNC(=O)CN(C)S(=O)(=O)c2ccc3c(c2)CC(C)N3C(C)=O)c1 (configuration not stated) | 1.5% | -3.0% | -7.6% | 1.5% | 0.4% | 0.1% | 0.9% | 0.9% | i
O=C(COC(=O)c1cc(=O)c2ccccc2o1)NCc1ccc(Cl)cc1 | . | -4.8% | 1.7% | . | . | 2.9% | -6.5% | . | i
COC(=O)COn1c(SC(C)C)nc2ccccc2c1=O | -4.6% | ? | 4.6%[57.1 µM] | -7.1% | ? | 0.2% | -15.5% | 1.1% | i
CC(C)CN(C(=O)C1=NN(c2ccccc2)C(=O)CC1)c1c(N)n(Cc2ccccc2)c(=O)[nH]c1=O | 1.2% | -0.3% | -9.9% | -3.9% | -9.0% | -0.7% | 1.0% | -5.4% | i
